Screening data deposited in PubChem by National Center for Advancing Translational Sciences (NCATS).
GLP1R inv ag: inverse agonists of human GLP-1 receptor | hit rate 1.6% among 410,000 | P43220 | Potency, µM (series often up to 38.3 µM), for the others: at the top dose activity change, negative = inhibition, usual class: inhibitors | AID 624417 | HEK293 GLP-1R CRE-luciferase, luminescence, 24 h; GLP-1R form is constitutively active; further: potency means the concentration at half of the fitted maximal effect; on the % scale 0 is the no-effect control and ±100 the full control effect; nearly all actives have a fitted effect of over 55% in size
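GLP-1R inverse agonism mode: basal reporter luminescence in engineered HEK293 cells measured after one day of compound exposure at 37 deg C, with a 12 min room-temperature detection step.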
HEK293 tox: cytotoxic in the GLP-1 receptor inverse agonist counter-screen. HEK293 cAMP-luciferase reporter cells, luminescence, 24 h. Potency, µM (series often up to 38.3 µM), inactives show at the highest dose activity change, negative = inhibition, actives largely listed as inhibitors. AID 624418. hit rate 0.13% among 410,000;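 further: loss of luciferase light is scored as toxicity; potency means the concentration at half of the fitted maximal effect; on the % scale 0 is the no-effect control and ±100 the full control effect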
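1536-well qHTS counterscreen of the MLSMR; 200 cells/uL, 12 h pre-incubation, 23 nL cpd, 24 h at 37 deg C 5% CO2, luciferase detection reagent, 12 min RT, luminescence. Inhibition = undesired.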
PI5P4Ka inh: PI5P4K alpha (human) kinase inhibition; max response, %; P48426; hit rate 1.2% among 330,000; PI5P4Kalpha enzyme, ADP-Glo luminescence, 60 min; active compounds read low; AID 652105; active means max response of -50% or lower; inconclusive means between -30% and -50%; inactive means -30% or higher; further: value at the top dose of about 77 µM; on the % scale 0 is the no-effect control and ±100 the full control effect
Target sequence (P48426 whole entry, looked up): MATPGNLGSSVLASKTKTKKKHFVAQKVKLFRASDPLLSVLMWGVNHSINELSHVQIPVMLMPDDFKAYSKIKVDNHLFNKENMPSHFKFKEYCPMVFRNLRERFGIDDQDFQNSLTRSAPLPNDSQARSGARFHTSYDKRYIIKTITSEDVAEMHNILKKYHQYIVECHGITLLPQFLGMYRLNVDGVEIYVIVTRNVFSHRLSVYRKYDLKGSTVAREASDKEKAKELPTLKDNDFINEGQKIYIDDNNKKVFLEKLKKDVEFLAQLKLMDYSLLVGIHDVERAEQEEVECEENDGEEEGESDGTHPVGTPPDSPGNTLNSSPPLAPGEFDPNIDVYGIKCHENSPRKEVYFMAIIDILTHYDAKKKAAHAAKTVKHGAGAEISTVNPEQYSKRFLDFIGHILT
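Enzyme plus substrate dispensed, test compounds pinned in, then ATP (5 microM final) added. After 60 min at RT, ADP-Glo reagent 1 for 45 min and reagent 2 for 30 min preceded luminescence imaging.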
PLK1 PBD block: inhibitors of human PLK1 polo-box domain binding | Plk1 PBD binding of FITC phosphopeptide, fluorescence polarization | Potency, µM, without a hit: max response, negative = inhibition, most hits filed as inhibitors | hit rate 2.8% among 360,000 | AID 720504; further: potency means the concentration at half of the fitted maximal effect; series mostly up to about 57 µM; on the % scale 0 is the no-effect control and ±100 the full control effect; nearly all actives have a fitted effect of over 65% in size
Target sequence (P53350 whole entry, looked up, the tested form may be a part): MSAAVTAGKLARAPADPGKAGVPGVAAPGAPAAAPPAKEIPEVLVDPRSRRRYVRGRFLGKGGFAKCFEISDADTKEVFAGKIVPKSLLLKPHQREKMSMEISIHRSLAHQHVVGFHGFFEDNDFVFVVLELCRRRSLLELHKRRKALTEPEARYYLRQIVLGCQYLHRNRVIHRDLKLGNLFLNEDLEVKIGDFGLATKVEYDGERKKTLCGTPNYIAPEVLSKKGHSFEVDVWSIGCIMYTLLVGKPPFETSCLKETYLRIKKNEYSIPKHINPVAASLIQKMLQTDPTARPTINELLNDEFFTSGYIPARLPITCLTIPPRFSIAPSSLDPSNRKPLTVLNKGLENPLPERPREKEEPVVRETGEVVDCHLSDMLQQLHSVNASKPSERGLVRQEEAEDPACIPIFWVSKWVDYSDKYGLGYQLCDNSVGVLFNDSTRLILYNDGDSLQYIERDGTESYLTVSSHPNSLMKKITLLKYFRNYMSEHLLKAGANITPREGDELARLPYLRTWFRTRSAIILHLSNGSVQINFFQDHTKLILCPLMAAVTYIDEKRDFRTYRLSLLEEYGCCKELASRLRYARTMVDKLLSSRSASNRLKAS
EPAC1 antag: antagonists of human EPAC1; O95398; EPAC1 GEF assay, Rap1b-BODIPY-GDP exchange fluorescence; Potency, µM (titrated, usually from 115 µM), without a hit: at the top dose activity change, negative = inhibition, usual class: inhibitors; hit rate 0.14% among 360,000; AID 720709;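 further: potency means the concentration at half of the fitted maximal effect; plate controls were vehicle for no effect and positive control for full effect; nearly all actives have a fitted effect of over 50% in size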
PTHR1 agonist: PTHR1 (human) receptor agonism; Potency, µM (titrated, usually from 115 µM), for inactives: at the highest dose activation, actives largely listed as activators; HEK293 GP2 PTHR1 cells, GloSensor cAMP luminescence, 1 h; hit rate 0.075% among 410,000; Q03431; further: potency means the concentration at half of the fitted maximal effect; nearly all actives have a fitted effect of over 55% in size; some results filed as inactive show a strong effect at the top dose; inactives centre near -15; many of its hits are not listed in these tables
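HEK-293-derived GP2 cells expressing PTHR1 and a GloSensor cAMP reporter, 3,000/well, plated overnight, given luciferin plus IBMX (each 0.5 mM as added) for 1 h at 37 °C, then compound for 1 h at 37 °C. Luminescence was read after 15 min at room temperature.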
IL2 activator: activators of IL-2 | IL-2 activation reporter assay, cell-based qHTS; stimulated with anti-CD3/CD4/CD28 beads; in transgenic mouse T cells | activation, % (series mostly up to about 46 µM) | hit rate 0.065% among 360,000 | AID 652025; in the data active means activation above about 50%; inconclusive means mostly about 30% to 49%; further: 0% is about no effect
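Readout: EGFP and DsRed signals by fluorescent plate cytometry. Unstimulated transgenic mouse T cells received compound 60 min before antibody-bead stimulation, then incubated 18 h at 37 degrees C.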
GLP1R ag: activates the human GLP-1 receptor; hit rate 0.007% among 380,000; HEK293 GLP-1R CRE-luciferase, luminescence, 4-6 h; cells express a hypersensitive GLP-1R form; Potency, µM (doses to about 45.6 µM), for the others: at the highest dose activation, most hits filed as activators; P43220; further: potency means the concentration at half of the fitted maximal effect; % of control where 0% means no effect
EPAC1 agonist: EPAC1 (human) agonism. Potency, µM (highest dose often 154 µM), inactives show top-dose activation, actives largely listed as activators. hit rate 0.073% among 360,000. EPAC1 agonist qHTS, biochemical assay; response scale: 100% = response to 6.5 mM cAMP. AID 720707; further: potency means the concentration at half of the fitted maximal effect; nearly all actives have a fitted effect of over 60% in size
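Normalized to 6.5 mM cAMP, activity reflects EPAC1-catalysed release of BODIPY-GDP from Rap1B, followed kinetically over 30 min at 480 nm excitation, 540 nm emission. Reaction contained 100 nM EPAC1, 250 nM Rap1B-BODIPY-GDP, 50 uM GDP.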
* = called active by the depositor; i = inactive; u = inconclusive; x = no result given; [ ] = remark or other dose. Unless noted, the call rests on the fitted dose curve; in most records, active means well fitted curve in the direction sought with a large enough effect; inconclusive means small, poorly fitted or top-dose-only effect, or another doubt; inactive means no such curve, though single readings can be large; an effect the other way counts as inactive or inconclusive.

SMILES | GLP1R inv ag | HEK293 tox | PI5P4Ka inh | PLK1 PBD block | EPAC1 antag | PTHR1 agonist | IL2 activator | GLP1R ag | EPAC1 agonist
Brc1cc(/C=N/n2cnnc2)oc1Br | 32.4% | 13.0% | 0.1 | -8.6% | 2.7% | i | -0.1 | 3.7% | -8.3%
COc1ccc([C@H]2CC(=O)C=C(c3cccc4c3Oc3ccccc3S4)C2)cc1OC | 7.7% | 10.6% | 5.4 | 1.4% | 8.2% | -4.9% | -0.7 | 30.5% | -8.9%
Cc1ccccc1C(=O)N1CCN(C(c2ccccc2)c2ccccc2)CC1 | 8.91µM* | -3.9% | 5.5 | -3.8% | -3.7% | -11.6% | -0.7 | -3.8% | -0.9%
COCCNS(=O)(=O)c1ccc(C)c(C)c1C | -2.1% | 21.9% | -5.1 | -3.5% | -14.0% | i | 0.8 | 0.8% | -6.4%
Cc1cc(F)ccc1C(O)c1ncc(-c2cccc(F)c2)[nH]1 (stereo not given) | -25.1% | -1.0% | -7.1 | -8.9% | -2.1% | i | -0.2 | 4.1% | 2.4%
Cc1ccc2c(c1)NC(C(C)(C)C)CO2 (stereo not given) | 0.3% | -0.9% | -2.0 | -6.9% | -0.7% | -4.1% | 0.2 | 11.8% | -1.4%
CCn1c(SCC(=O)N2CCCc3ccccc32)nc2c1c(=O)n(C)c(=O)n2C | 0.0% | -17.3% | x | -1.9% | 0.8% | -10.0%[57.5 µM] | -0.8 | 17.6% | 8.0%
O=C(NCc1ccco1)/C(=C/c1ccco1)NC(=O)c1ccc(Br)o1 | -1.3% | 14.2% | 7.0 | -17.8% | 13.8% | i | 0.0 | -4.3% | 5.8%
CC(=O)Oc1ccc(/C=C2/CCc3ccccc3C2=O)cc1 | u | -2.3% | u | 1.7% | -5.8% | -27.1% | 1.8 | -5.7% | 6.7%
Cc1cccc(Cn2cccc2/C=C2/C(=N)N3C=CSC3=NC2=O)c1 | -2.4% | -26.6% | u | 0.8% | -21.7% | -29.6% | -1.6 | -0.9% | -4.4%
O=C(CSc1ccc(-c2ccccc2)nn1)NCC1CCCO1 (stereo not given) | 8.8% | 11.0% | 4.5 | u | 8.5% | -50.2%[inhibitor] | -0.7 | 0.8% | 9.5%
CCOC(=O)c1c(NC(=O)CN2C(=O)NC3(CCC(CC)CC3)C2=O)sc(C)c1-c1ccc(C)cc1 (stereo not given) | 5.9% | -4.3% | -2.3 | 0.9% | 10.4% | 25.9% | -0.4 | 0.3% | 7.5%
CC(=O)Nc1ccc(C(C#N)c2ccccc2)cc1 (stereo not given) | 7.2% | -17.7% | 0.9 | -8.2% | -8.3% | -1.3% | -0.2 | 2.1% | -6.0%
CNC(=S)Nc1cc(C(=O)N2CCCC2)ccc1N1CCCC1 | 1.4% | 2.9% | -1.8 | 2.7% | 1.6% | i | -1.5 | -1.1% | -4.2%
CCOc1ccc(N(CC(=O)NN=C2CCN(C)CC2)S(=O)(=O)c2ccc(Br)cc2)cc1 | -11.7% | 1.2% | 6.4 | -12.2% | -5.7% | -8.7% | -3.3 | 1.2% | 4.0%
COc1ccccc1CNC(=O)c1cc(C)nc2ccccc12 | 6.8% | 5.5% | -3.1 | 1.2% | -5.1% | -2.4% | -2.2 | 11.0% | 0.8%
O=C(C1CCCN(Cc2ccccc2[N+](=O)[O-])C1)N1CCCCC1 (stereo not given) | 5.0% | -1.9% | 5.0 | -10.5% | -26.8% | -14.6% | -0.6 | 1.6% | 2.2%
CN1CCC(N(C)C(=O)c2ccc(Cl)c(S(=O)(=O)N3CCc4ccccc43)c2)CC1 | u | 2.1% | 4.0 | -17.5% | u | -34.7%[inhibitor] | 0.0 | 0.4% | 3.1%
COC(=O)C1C(=O)C2=C(CC1C)Nc1ccccc1NC2c1ccc(C)s1 (stereo not given) | -40.1% | 0.3% | -0.4 | -9.6% | -6.1% | i | -1.9 | 8.7% | -1.5%
COC(=O)C1=C(CS(=O)(=O)c2ccc(Cl)cc2)NC(=O)NC1c1ccc(O)c(OC)c1 (stereo not given) | -6.9% | -8.4% | -7.2 | -1.9% | -0.5% | i | 0.7 | 4.0% | -9.8%

Of the compounds above, 3 contain an aryl methoxy group.
SMILES | GLP1R inv ag | HEK293 tox | PI5P4Ka inh | PLK1 PBD block | EPAC1 antag | PTHR1 agonist | IL2 activator | GLP1R ag | EPAC1 agonist
COc1ccc([C@H]2CC(=O)C=C(c3cccc4c3Oc3ccccc3S4)C2)cc1OC | 7.7% | 10.6% | 5.4 | 1.4% | 8.2% | -4.9% | -0.7 | 30.5% | -8.9%
COc1ccccc1CNC(=O)c1cc(C)nc2ccccc12 | 6.8% | 5.5% | -3.1 | 1.2% | -5.1% | -2.4% | -2.2 | 11.0% | 0.8%
COC(=O)C1=C(CS(=O)(=O)c2ccc(Cl)cc2)NC(=O)NC1c1ccc(O)c(OC)c1 (stereo not given) | -6.9% | -8.4% | -7.2 | -1.9% | -0.5% | i | 0.7 | 4.0% | -9.8%

Next section.
SMILES | GLP1R inv ag | HEK293 tox | PI5P4Ka inh | PLK1 PBD block | EPAC1 antag | PTHR1 agonist | IL2 activator | GLP1R ag | EPAC1 agonist
CCN(CC)S(=O)(=O)c1ccc2oc(C(=O)NC(C)C)c(C)c2c1 | u | -19.1% | -1.7 | 26.7µM* | -3.9% | -10.3%[57.5 µM] | 7.4 | 6.3% | 5.4%
CC1CCN(CC(O)COC2CC(C)CCC2C(C)C)CC1 (stereo not given) | -21.7% | u | 5.5 | 1.1% | 3.0% | -50.9%[inhibitor] | -0.2 | -0.8% | 12.4%
Cc1cc(C)c(S(=O)(=O)NCCCN2CCOCC2)cc1Br | -0.5% | 6.1% | x | -3.4% | 6.9% | i | -1.2 | -0.6% | 3.0%
COC(=O)c1cc2c(cc1Cl)N1CCCCCC1=NS2(=O)=O | -4.5% | 3.4% | 3.5 | -1.9% | -12.5% | -3.4% | -1.1 | 5.6% | 5.6%
Cc1nc(C(=O)N/N=C/c2[nH]ncc2Br)cs1 | 26.1% | -6.2% | 0.2 | 1.4% | 4.3% | -13.9% | -2.2 | 9.1% | -11.1%
O=C(NC(=S)Nc1ccc(S(=O)(=O)N2CCCCC2)cc1)c1ccc(Cl)cc1 | 7.0% | -0.6% | 9.8 | -14.1% | u | -24.0% | -1.9 | -26.4% | 11.1%
c1ccc(OCCOCCN2CCN(C(c3ccccc3)c3ccccc3)CC2)cc1 | 7.08µM* | u | 2.6 | -15.2% | -21.1% | -64.9%[inhibitor] | -0.8 | -17.9% | 18.5%
COc1ccc(OC)c(NC(=O)COC(=O)CSc2ccc(Cl)cc2)c1 | 0.0% | -0.3% | 9.8 | -4.2% | 6.2% | 17.5% | 2.3 | -1.3% | 1.5%
N#Cc1cccc(NC(=O)NCCc2c[nH]c3ccccc23)c1 | u | -27.8% | 0.2 | -5.0% | -18.9% | -3.3% | 1.7 | 1.4% | 2.4%
COc1cc(NC(=O)CSc2nc3c(C)ccc(C)c3cc2C)c(C(=O)O)cc1OC | -7.7% | -11.5% | 1.2 | u | -20.4% | i | 0.8 | 8.8% | -0.1%
Cc1ccc(CN2CC(C(=O)N3CCN(c4ccccc4O)CC3)CC2=O)cc1 (stereo not given) | -10.0% | 10.6% | -1.6 | -6.5% | -4.2% | i | -0.5 | -0.2% | -2.1%
CC(CCc1ccccc1)NC(=O)c1ccc(F)cc1 (stereo not given) | u | -5.1% | -19.4 | -7.6% | 0.1% | i | 2.4 | 10.3% | 2.2%
C=CCNC(=S)N1N=C(c2ccco2)CC1c1ccco1 (stereo not given) | u | 0.7% | 2.0 | -3.2% | -12.3% | -3.7% | 0.4 | 10.7% | -4.6%
CCNCCC(=O)N1c2ccccc2Sc2ccc(C(F)(F)F)cc21 | u | -2.7% | 1.0 | -24.1% | -15.3% | i | 0.6 | -37.8%[inhibitor] | 3.0%
COc1ccc(/C=C/C(=O)Oc2ccc(/C=N/NC(=O)c3ccccc3)cc2)cc1OC | 6.0% | 9.7% | -1.6 | -3.4% | -2.8% | -20.0% | -2.2 | -1.7% | -5.5%
CC1(C)CC(=O)C=C(c2ccc(Oc3ccccc3)cc2)C1=O | u | -0.3% | 0.9 | -0.7% | -4.4% | -62.3%[inhibitor] | -3.8 | 12.7% | 0.0%
COc1ccc(S(=O)(=O)N2CCC(C(=O)NCC3CCCO3)CC2)cc1C (stereo not given) | 5.4% | 2.2% | x | 0.8% | 11.3% | 12.1%[57.5 µM] | 0.0 | -4.9% | 8.9%
CC(=O)Nc1nc(-c2ccc(Br)s2)cs1 | 10.1% | -6.3% | 0.0 | -4.4% | -9.7% | -7.4% | -0.9 | -21.0% | 4.3%
CCCCN(C(=O)Nc1ccccc1)C1CCS(=O)(=O)C1 (stereo not given) | 3.8% | -14.0% | 4.0 | -8.2% | 4.4% | i | 2.0 | -1.3% | 0.4%
C/C(=N\NC(=O)CNC(=O)c1ccc(F)cc1)c1ccco1 | 17.9% | 4.5% | -0.8 | -3.4% | -2.7% | i | -0.6 | 2.2% | -1.8%
CC1CCCCC1NC(=O)C1CC=CCC1C(=O)O (stereo not given) | 34.1% | -8.3% | 4.4 | -5.2% | 4.0% | i | -0.3 | 0.1% | -7.3%
CCCCCNC(=O)C(C#N)c1nc2ccccc2nc1N1CCCC1 (stereo not given) | -0.5% | 60.4%[activator] | 4.1 | -25.7% | 53.8%[activator] | -24.4%[57.5 µM] | 149.9* | -8.1% | u
COC(=O)COC(=O)c1ccc(-n2nnnc2SC)cc1 | 2.0% | -10.5% | x | -3.6% | -9.5% | -19.1% | -0.5 | -0.7% | 0.0%
COc1ccc(-c2cc(C(=O)N3CCN(c4ncccn4)CC3)c3ccccc3n2)cc1 | 8.3% | 2.4% | -0.6 | 0.9% | -5.9% | -9.0% | 0.3 | -5.2% | -5.4%
CCCCCCCn1c2c(c(=N)c3ccccc31)CCC2 | -43.1% | -18.5% | -11.1 | 0.5% | -11.2% | -43.2% | -2.8 | -3.7% | -1.7%
CCOc1ccc(NC(=O)c2nn(C)c(C(=O)Nc3ccc(OCC)cc3)c2[N+](=O)[O-])cc1 | 12.1% | 0.5% | -4.9 | -1.6% | -21.5% | i | 0.3 | -0.7% | 2.1%

Only part of the results is shown; rates above refer to the full screens.
